High-throughput results as filed in PubChem BioAssay.
TNF necrop inh – inhibitors of TNF-alpha triggered necroptosis, primary screen, cell-based, Jurkat FADD-/-, single concentration; AID 463075, 2010; activation (protection from cell death), % at 10 µM; Jurkat FADD-/- TNF necroptosis rescue, ATP luminescence, 24 h; 0 = TNF only, 100 = no-TNF cells; hit rate 0.068% among 220,000;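 active = activation, meaning protection from cell death, of at least 50% relative to plate controls; inactive = activation below 50%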;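 also: necroptosis triggered by 40 ng/mL TNF-alpha added together with compound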
TRPML3 ag – human TRPML3 channel agonists, primary screen, cell-based, HEK293 TRPML3-YFP, Fluo-8 calcium fluorescence, 3 µM. 100% = the carbachol control signal. activation, % at 3 µM. hit rate 0.29% among 220,000;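 active = activation above its plate's cutoff, the mean activation of the plate's test wells plus 3 SD, cut at about 12% in these data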;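 also: 0% = DMSO only wells and 100% = carbachol wells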
Target sequence (Q8TDD5 whole entry, looked up): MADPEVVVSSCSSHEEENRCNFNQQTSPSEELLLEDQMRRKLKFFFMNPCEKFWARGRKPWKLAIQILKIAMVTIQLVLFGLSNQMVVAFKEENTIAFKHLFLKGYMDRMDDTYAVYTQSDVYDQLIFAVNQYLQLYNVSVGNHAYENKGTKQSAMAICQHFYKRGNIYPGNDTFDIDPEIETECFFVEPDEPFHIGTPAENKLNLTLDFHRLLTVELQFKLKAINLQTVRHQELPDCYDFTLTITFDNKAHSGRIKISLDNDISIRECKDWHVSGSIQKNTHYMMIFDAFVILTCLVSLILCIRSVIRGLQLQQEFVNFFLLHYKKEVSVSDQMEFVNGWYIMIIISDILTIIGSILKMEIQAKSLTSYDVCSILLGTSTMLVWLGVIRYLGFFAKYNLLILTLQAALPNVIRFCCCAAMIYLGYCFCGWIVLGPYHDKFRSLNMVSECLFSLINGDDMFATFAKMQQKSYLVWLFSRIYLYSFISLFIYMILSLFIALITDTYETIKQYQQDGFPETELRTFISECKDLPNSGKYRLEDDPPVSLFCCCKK
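Test system: HEK293 cells stably carrying human TRPML3-YFP; Doses: single dose, 3 µM final nominal compound, 0.3% DMSO final; Schedule: dye loading 1 h 37 °C then 30 min ambient, 125 s read; Technique: Fluo-8 calcium fluorescence; Benchmarks: high control carbachol 87 µM, low control DMSO.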
PPC-1+TRAIL kill – compounds killing PPC-1 cancer cells with TRAIL present, primary screen, TRAIL potentiator project, ATPLite luminescence, uHTS | PPC-1 cells + TRAIL, ATPLite viability luminescence | cell killing (% activity), % at 4 µM | hit rate 0.41% among 220,000;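 active = cell killing above 50% in the first pass at 4 µM, then a duplicate retest at 5 µM averaging 50% or more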;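 also: plate controls were cells with TRAIL plus DMSO for no effect and medium-only wells lacking cells for full effect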
BaF3 tox – parental Ba/F3 cell viability inhibition, counter-screen for JAK2V617F inhibitor project, murine pro-B, CellTiter-Glo luminescence; hit rate 1.1% among 220,000; inhibition, % at 5.6 µM; CellTiter-Glo ATP luminescence;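 active = inhibition above a per-campaign cutoff, the mean inhibition of all tested compounds plus 3 SD, cut at about 27% in these data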;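 also: 0% = DMSO wells and 100% = JAK Inhibitor I control wells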
RBBP9 inhibitor – human RBBP9 inhibitors, primary screen, biochemical, fluorescence polarization, FP-Rh probe, HTS | hit rate 0.2% among 220,000 | inhibition, % at 7.94 µM | recombinant RBBP9 | Serine hydrolase RBBP9 (Homo sapiens), O75884;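 active = inhibition above the campaign mean of all tested compounds plus 3 SD, cut at about 14% in these data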;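 also: plate controls were DMSO wells with RBBP9 for no effect and wells lacking RBBP9 protein for full effect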
Target sequence (O75884 whole entry, looked up): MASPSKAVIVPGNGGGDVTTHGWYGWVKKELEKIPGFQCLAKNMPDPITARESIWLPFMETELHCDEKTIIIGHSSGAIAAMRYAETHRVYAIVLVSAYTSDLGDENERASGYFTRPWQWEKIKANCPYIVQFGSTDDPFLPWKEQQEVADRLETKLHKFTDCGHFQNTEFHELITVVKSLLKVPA
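system = RBBP9 protein | input = RBBP9 at 2.5 µM in dispensed solution, before mixing | measured by = fluorescence polarization (mP), excitation 525 nm, emission 598 nm | incubation = enzyme-compound preincubation 30 min, then probe labeling 45 min, 25 °C | buffer or medium = Tris-NaCl-Pluronic buffer, pH 8.0 | compound = single dose 7.94 µM | also added = FP-Rh probe, 375 nM dispensing solution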
TRPN1 ag – zebrafish TRPN1 channel agonists, primary screen, cell-based, HEK293, calcium fluorescence | transient receptor potential cation channel N1 (TRPN1/NompC), Danio rerio | HEK293 zebrafish TRPN1-YFP, Fluo-8 calcium fluorescence; 100% = response to 87 µM carbachol | activation, % at 3 µM | hit rate 0.18% among 220,000 | AID 1424, 2008;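 active = activation above its plate's cutoff, the mean activation of test wells on that plate plus 3 SD, cut at about 19% in these data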;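 also: 0% = DMSO alone and 100% = 87 µM carbachol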
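Material: zebrafish TRPN1-YFP in HEK293 cells. Doses: one dose of 3 µM, 0.3% DMSO. Incubation: dye 1 h 37 °C plus 30 min RT. Measured by: intracellular calcium fluorescence with Fluo-8.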
Wee1 degr inh – Wee1 degradation inhibitors, primary screen, cell-based, HeLa, Wee1K328M-luciferase, luminescence. Wee1-like protein kinase (Homo sapiens), P30291. reporter increase, % at 5 µM. AID 1321, 2008. HeLa Luc-Wee1K328M stability; 100% = proteasome inhibitor MG132 effect. hit rate 1.2% among 220,000;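 active = activation above the mean of all tested compounds plus 3 SD, set per screening run, cut at about 8.8% in these data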;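 also: cells exposed to compound for 20 h before luminescence read; 0% = DMSO alone and 100% = MG132 at 30 µM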
CHOP inhibitor – inhibitors of CHOP promoter induction, primary screen, cell-based, unfolded protein response, luciferase reporter; inhibition, % at 10 µM; CHO-K1 CHOP-promoter luciferase, tunicamycin-induced, 15-18 h; AID 2732, 2010; hit rate 3.8% among 220,000;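 active = compounds that reduced the stress-induced luciferase reporter signal by more than about 70% of percent inhibition, limit read from the data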;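 also: 0% = tunicamycin plus vehicle and 100% = wells without tunicamycin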
Ba/F3 V617F tox – reduced viability of JAK2V617F-dependent Ba/F3 cells, primary screen, JAK2V617F inhibitor project, cell-based, Ba/F3 EpoR-JAK2V617F, luminescence | ATP luminescence | AID 1446, 2008 | hit rate 1.1% among 220,000 | inhibition, % at 5.6 µM;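 active = inhibition above the campaign mean plus 3 SD over all tested compounds, cut at about 24% in these data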;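 also: cytokine-independent growth of Ba/F3 cells driven by EpoR plus mutant JAK2; 0% = DMSO-treated cells and 100% = JAK inhibitor I control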
An asterisk follows results filed as active; x = no result given; [ ] = another dose, or the depositor's remark.

(1) CCOC(=O)C(C(=O)NCc1ccc(C)cc1)c1ncc(C(F)(F)F)cc1Cl (centres undefined)
(2) O=C(c1ccoc1)N1CCC(CO)(CCc2ccccc2)CC1
(3) Cc1nn(-c2ccccc2)c(C)c1/C=N\N1CCN(c2ccc(Cl)cc2)CC1
(4) Cn1c(=O)oc2cc(S(=O)(=O)N3CCC(C(=O)NCc4ccc(F)cc4)CC3)ccc21
(5) COc1ccc(S(=O)(=O)N2CCOCC2)c(Cl)c1Cl
(6) Nc1cccc2cnccc12
assay / entry	1	2	3	4	5	6
TNF necrop inh	-3.4	1.2	-4.5	1.9	-1.6	-3.8
TRPML3 ag	-1.4	0.5	0.3	0.1	0.5	0.1
PPC-1+TRAIL kill	2	2	1[5 µM]	7	-5	16
BaF3 tox	2	4	2	12	0	8
RBBP9 inhibitor	-2	-9	-3	3	-7	3
TRPN1 ag	-2.2	1.1	0.2	-0.4	0.7	1.3
Wee1 degr inh	4	6	-2	-3	4	-4
CHOP inhibitor	42	5	-29	4	16	16
Ba/F3 V617F tox	1	-1	-1	3	-4	9

(7) O=S(=O)(c1cccc2nsnc12)N1CCc2ccccc21
(8) Cn1c(N)c(C(=O)COC(=O)c2ccc(Cl)c(S(=O)(=O)N3CCCCC3)c2)c(=O)n(C)c1=O
(9) CN1c2ccccc2C(=O)/C(=C\Nc2ncccn2)S1(=O)=O
(10) Cc1ccc2c(c1)nnn2C1CCN(CC(=O)N(c2ccccc2)c2ccccc2)CC1
(11) COc1ccc(C(=O)C2CCCN(C(=O)c3ccoc3C)C2)cc1F (centres undefined)
(12) O=C(Cc1ccc(Cl)cc1)NNC(=O)Nc1cccc2ccccc12
assay / entry	7	8	9	10	11	12
TNF necrop inh	-2.0	-0.2	0.6	2.8	2.6	-1.5
TRPML3 ag	0.6	0.8	0.7	-0.3	-0.3	-0.1
PPC-1+TRAIL kill	x	41	17	8	35	10
BaF3 tox	8	2	-3	-11	-1	2
RBBP9 inhibitor	-2	-9	-5	-5	2	-11
TRPN1 ag	-0.9	0.2	0.6	-1.8	-0.3	-0.6
Wee1 degr inh	0	1	0	0	0	-1
CHOP inhibitor	32	9	6	-2	16	17
Ba/F3 V617F tox	4	4	-3	0	-5	3

(13) CCN(CC(=O)NCCc1ccc(F)cc1)Cc1nc2ccccc2c(=O)[nH]1
(14) COc1ccc(-c2nc(CCl)cs2)cc1OC
(15) CC(C(=O)OCC(=O)Nc1ccc(S(=O)(=O)N2CCCCC2)cc1)N1C(=O)c2ccccc2C1=O (centres undefined)
(16) Cc1nnnn1/C(=C\c1ccccc1)C(=O)OCC(=O)NC(C)(C)C
(17) CCOC(=O)CNC(=O)CSc1nnc(-c2c[nH]c3ccccc23)n1CC
(18) CCc1ccc(N(CC)C(=O)c2ccc3c(Cl)c4c(nc3c2)CCC4)cc1
assay / entry	13	14	15	16	17	18
TNF necrop inh	3.4	-11	-1.7	11	2.9	2.4
TRPML3 ag	0.6	0.8	0.9	1.2	1.9	-0.3
PPC-1+TRAIL kill	1	-2	24	-1	0	3
BaF3 tox	-3	5	4	9	-6	6
RBBP9 inhibitor	3	-7	1	-1	10	-8
TRPN1 ag	0.1	0.8	2.9	3.8	2.0	-2.2
Wee1 degr inh	3	4	4	8	1	-1
CHOP inhibitor	13	-37	9	39	-4	87*
Ba/F3 V617F tox	-4	-1	0	2	-3	-3

(19) COc1ccc(C(=O)CSc2nnc(CN3CCCC3)n2-c2ccc(F)cc2)c(OC)c1
(20) CC(C)NC(=S)N(CCc1ccncc1)C(C)C
(21) Cc1cc(C)c2[nH]c(=O)c(CN(Cc3ccco3)C(=S)NCC3CCCO3)cc2c1 (centres undefined)
(22) O=C(Nc1ccc2nc(-c3ccccn3)[nH]c2c1)C1CCCCC1
(23) c1ccc(CCn2nnnc2C(c2cccs2)N2CCN(Cc3ccc4c(c3)OCO4)CC2)cc1 (centres undefined)
(24) CC(=O)C1=C(O)CC(c2ccccc2)CC1=NCCc1c(C)[nH]c2ccc(C)cc12 (centres undefined)
assay / entry	19	20	21	22	23	24
TNF necrop inh	1.7	0.0	2.9	5.3	0.2	4.3
TRPML3 ag	1.6	1.4	0.6	-0.2	0.7	0.6
PPC-1+TRAIL kill	-11	5	9	38	16	8
BaF3 tox	3	2	6	-1	2	6
RBBP9 inhibitor	-9	2	3	-5	-4	-7
TRPN1 ag	1.0	0.5	-0.8	0.5	-0.9	0.9
Wee1 degr inh	-1	-2	0	1	2	-1
CHOP inhibitor	39	30	32	36	24	5
Ba/F3 V617F tox	4	0	-1	-3	-2	1

(25) O=C(NCc1ccc2c(c1)OCO2)c1ccncc1
(26) NC(=O)c1ccccc1N/C=C/C(=O)c1cccs1
(27) CC(C)CCn1c(=O)c(C(=O)N/N=C/c2cccc(F)c2)c(O)c2ccccc21
(28) O=C(Nc1nnc(-c2ccccc2Cl)o1)c1cccnc1
(29) O=C(NCCCCNC(=O)C1CCCC1)C1CCCC1
(30) CCOc1ccccc1N1C(=O)CC(Sc2ncccc2C(=O)O)C1=O (centres undefined)
assay / entry	25	26	27	28	29	30
TNF necrop inh	0.6	-13	-1.5	-1.4	-0.7	-0.9
TRPML3 ag	1.3	0.0	0.8	0.4	0.6	0.4
PPC-1+TRAIL kill	5	30	-5	13	-3	13
BaF3 tox	2	5	5	3	4	4
RBBP9 inhibitor	5	-7	-7	-7	-7	-3
TRPN1 ag	0.2	-1.4	2.3	-1.5	-0.5	-0.2
Wee1 degr inh	0	6	-1	-1	-1	0
CHOP inhibitor	-7	31	106*	6	6	-5
Ba/F3 V617F tox	-5	1	0	-3	-1	1

(31) CC(=O)c1c(C(C)=O)c(C)n(-c2cccc3cccnc23)c1C
(32) C=CCn1c(COc2ccc(Cl)cc2)nnc1SCC(=O)c1c(N)n(C)c(=O)n(C)c1=O
(33) COC(=O)C1=C(C)N(Cc2cccnc2)C(=O)/C1=C\c1sccc1C
(34) CC(C)CN(C)Cc1c(C(=O)N2CCc3ccccc3C2)nc2ccc(Cl)cn12
(35) CCN(CC)S(=O)(=O)c1ccc(-c2nnc(SCC(=O)Nc3ccc(OC)cc3)o2)cc1
(36) O=S(=O)(c1ccccc1)c1ncc(C(F)(F)F)cc1Cl
assay / entry	31	32	33	34	35	36
TNF necrop inh	-1.4	0.4	1.4	0.1	0.7	-16
TRPML3 ag	0.9	-0.4	-0.9	-0.5	0.9	0.1
PPC-1+TRAIL kill	-7	18	22	13	20	0
BaF3 tox	11	9	6	8	8	-5
RBBP9 inhibitor	29*	-7	-9	2	0	-6
TRPN1 ag	0.9	-0.6	0.2	-2.9	1.4	-0.1
Wee1 degr inh	1	10*	-2	0	-3	-3
CHOP inhibitor	2	-6	17	13	33	-129
Ba/F3 V617F tox	5	6	2	2	5	7

(37) O=C(c1ccncc1)N1CCN(C2CCC(c3ccccc3)CC2)CC1 (centres undefined)
(38) Cc1ccc2nc(NC(=O)CSCC(=O)OCC(=O)c3ccccc3)sc2c1
(39) O=C(O)C1CC(=O)N(Cc2ccc3c(c2)OCO3)C1 (centres undefined)
(40) Cn1cnnc1SC1CCCCC1NS(=O)(=O)c1ccccc1 (centres undefined)
(41) Cc1ccc(NC(=O)c2ccc(OCC3CCCO3)cc2)c(C)c1 (centres undefined)
(42) CC(O)c1nc2ccccc2n1CCCCOc1ccccc1 (centres undefined)
assay / entry	37	38	39	40	41	42
TNF necrop inh	4.3	1.4	-0.5	-1.7	2.7	0.9
TRPML3 ag	-0.3	0.4	0.8	0.5	0.7	1.0
PPC-1+TRAIL kill	17	6	-7	6	-6	6
BaF3 tox	-3	1	3	5	9	7
RBBP9 inhibitor	5	-3	1	-4	-6	-2
TRPN1 ag	0.6	-2.2	0.8	0.4	4.9	2.6
Wee1 degr inh	-3	8	7	0	2	-3
CHOP inhibitor	21	71*	-5	-31	-3	-1
Ba/F3 V617F tox	-1	-3	-2	-3	7	1

Record cards (already shown). Screens in order: TNF necrop inh	TRPML3 ag	PPC-1+TRAIL kill	BaF3 tox	RBBP9 inhibitor	TRPN1 ag	Wee1 degr inh	CHOP inhibitor	Ba/F3 V617F tox
CC(O)c1nc2ccccc2n1CCCCOc1ccccc1 (centres undefined) reads 0.9	1.0	6	7	-2	2.6	-3	-1	1
O=C(c1ccncc1)N1CCN(C2CCC(c3ccccc3)CC2)CC1 (centres undefined) reads 4.3	-0.3	17	-3	5	0.6	-3	21	-1
Cn1cnnc1SC1CCCCC1NS(=O)(=O)c1ccccc1 (centres undefined) reads -1.7	0.5	6	5	-4	0.4	0	-31	-3

Later entries
(43) CSc1nnc2c3cc(C)ccc3n(Cc3ccccc3)c2n1
(44) COc1ccc(-n2nc(C)cc2Nc2ccccc2C(=O)O)cc1
(45) C=CCSc1nnc2c(n1)OC(c1cccnc1)N(C(C)=O)c1ccccc1-2 (centres undefined)
(46) CC(C)(C)N(Cc1ccccc1)C(=O)CSc1nc2ccccc2c(=O)[nH]1
(47) O=C(c1ccco1)N1CCN(CCCCOc2cccc3ccccc23)CC1
(48) CCOC(=O)C1=C(Nc2ccccc2)CC(C)(O)C(C(=O)OCC)C1c1ccccc1 (centres undefined)
(49) CCCNC(=O)CC(NS(=O)(=O)c1ccc(Cl)cc1)c1ccco1 (centres undefined)
(50) Cc1nc2ccccc2nc1SCC(=O)c1ccccc1
(51) O=C(O)CCN(CCC(=O)O)S(=O)(=O)c1ccccc1
assay / entry	43	44	45	46	47	48	49	50	51
TNF necrop inh	0.8	0.4	1.0	-1.0	0.6	1.8	-0.1	1.2	-3.4
TRPML3 ag	-0.2	0.2	0.1	-0.6	-0.3	-0.7	0.1	0.1	1.1
PPC-1+TRAIL kill	25	10	3	1	-6	25	-6	15	4
BaF3 tox	6	0	0	5	3	2	3	9	2
RBBP9 inhibitor	-1	-8	-3	-14	0	-4	-2	-9	-3
TRPN1 ag	0.1	-3.6	1.2	0.8	-0.8	-1.2	-0.8	1.0	2.2
Wee1 degr inh	-3	1	-2	2	-3	-3	-1	0	4
CHOP inhibitor	28	15	8	54	18	9	44	69	7
Ba/F3 V617F tox	5	0	-2	-2	-3	-3	-2	1	-2
